HSF-1 act = HSF-1 activators, primary screen, NIH3T3-HGL cells, MG132 stress, luminescence, single point. activation, % at 9 µM. NIH3T3-HGL HSF-1 luciferase reporter, 8 h; 100% = twice DMSO control signal. hit rate 1.7% among 300,000;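 active = mean replicate activation of at least 50% with a set share of replicates each reaching 50%; inconclusive = only one of those two conditions met; inactive = mean below 50% and too few replicates reaching it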;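 also: 0% = median of the neutral control wells and 100% = twice that signal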
HIF activator = HIF pathway transcriptional activators, primary screen, cell-based, U2OS HRE-luciferase, luminescence; hit rate 0.32% among 300,000; AID 1910, 2009; activation, % at 7.5 µM (by protocol); U2OS HRE-luciferase reporter; normalized: DMSO 0%, desferrioxamine 100%;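 active = mean activation of at least 10% of the iron chelator positive control signal, with at least half of replicates also reaching 10%; inconclusive = mean and replicate majority disagree about reaching 10%; inactive = mean and most replicates under 10%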
HSF1 inhib = HSF1 inhibitors in luciferase reporter cells, primary screen, cell-based, NIH3T3, luminescence | NIH3T3-HGL HSE-luciferase, MG132-induced, luminescence 8 h; hits give low values | activity change, negative = inhibition, % at 7.5 µM (by protocol) | hit rate 0.77% among 300,000 | AID 2098, 2009;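 active = more than half of replicate wells show activity change below -50%, luminescence cut by over half; inconclusive = some wells, but at most half, below -50%; inactive = no replicate well below -50%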;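 also: luciferase reports HSF-1 transcriptional activity via heat shock element; 0% = median of DMSO wells and -100% = zero luminescence signal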
KLF5 inhibitor = KLF5 expression inhibitors, primary screen, DLD-1 cells, luminescence. DLD-1 KLF5 promoter-luciferase reporter. inhibition, % at 5 µM. hit rate 0.23% among 290,000. AID 1700, 2009;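 active = inhibition above a per-plate limit of that plate's mean compound inhibition plus 3 SD, cut at about 60% in these data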;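 also: 0% = DMSO wells and 100% = LY294002 at 200 µM; higher means less KLF5 promoter-driven luciferase light; inactives centre near -14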
Platelet DG rel = inhibitors of platelet dense granule secretion, primary screen, cell-based, MLPCN, human platelets; human platelet-rich plasma, SFLLRN dense granule ATP release, luminescence; inhibition, %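 (compounds screened at 7.5 µM in platelet-rich plasma)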; hit rate 0.22% among 300,000;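 active = mean replicate score, as percent of positive control, at or above 50; inconclusive = mean below 50 but at least one replicate at or above 50; inactive = mean and every replicate below 50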
IEC-6 tox = cytotoxicity in IEC-6 intestinal epithelial cells, primary screen, cytotoxicity control for KLF5 inhibitor project, cell-based, luminescence. IEC-6 cytotoxicity, luminescence viability. inhibition, % at 5 µM. hit rate 0.78% among 290,000. AID 1825, 2009; in the data active = inhibition above about 22%;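 also: 0% = plate median of test compound wells and 100% = cytotoxic reference compound wells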
HSP90 refold inh = HSP90 inhibitors, primary screen, cell lysate, luminescence. Rabbit reticulocyte lysate, luciferase refolding luminescence, 3 h. Heat shock protein HSP 90 (rabbit reticulocyte lysate; luciferase refolding). hit rate 0.91% among 290,000. inhibition, % at 5.6 µM;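 active = inhibition above the screen-wide mean plus 3 SD, computed separately per campaign, cut at about 16% in these data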;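 also: 0% = DMSO wells and 100% = 60 µM geldanamycin wells; inhibitors lower the luminescence because luciferase stays unfolded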
HDAC3 inh = HDAC3 deacetylase inhibitors, primary screen, biochemical, fluorescence, cell-free homogeneous; hit rate 0.15% among 320,000; Histone deacetylase 3 (Homo sapiens), O15379; inhibition, % at 8.3 µM; recombinant HDAC3, fluorogenic peptide/trypsin coupled; in the data active = inhibition above about 26%, passing the limit was not always enough; inconclusive = no clear call, values can overlap the other calls
Target sequence (O15379 whole entry, looked up): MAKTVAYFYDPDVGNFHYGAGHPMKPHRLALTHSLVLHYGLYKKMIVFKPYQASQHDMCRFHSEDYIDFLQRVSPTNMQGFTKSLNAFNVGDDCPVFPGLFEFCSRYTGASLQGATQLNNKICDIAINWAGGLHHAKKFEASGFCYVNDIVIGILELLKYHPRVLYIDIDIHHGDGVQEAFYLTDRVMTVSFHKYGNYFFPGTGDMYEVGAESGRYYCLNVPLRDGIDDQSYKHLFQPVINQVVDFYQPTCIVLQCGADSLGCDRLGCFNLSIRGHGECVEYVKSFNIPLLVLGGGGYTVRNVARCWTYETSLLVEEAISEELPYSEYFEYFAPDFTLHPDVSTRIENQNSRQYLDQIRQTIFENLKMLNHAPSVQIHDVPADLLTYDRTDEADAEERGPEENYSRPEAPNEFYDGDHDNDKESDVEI
AI-2 QS modul = Vibrio harveyi AI-2 quorum sensing modulators, primary screen, JMH597 strain, luminescence/OD600 ratio; activity change, % at 7.5 µM; AID 2094, 2009; Vibrio harveyi JMH597 AI-2 luminescence/OD600 ratio, 9 h; hits give low values; strain lacks LuxN and CqsS sensors; 0 = neutral-control median; hit rate 0.4% among 300,000; in the data active = activity change below about -75%, passing the limit was not always enough; inconclusive = no clear call, values can overlap the other calls;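 also: luminescence divided by OD600 gain over 9 h not by final OD600 alone; inactives centre near 13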
aSyn 5UTR inh = MLPCN primary screen, SNCA 5' untranslated region; alpha-synuclein 5'UTR reporter, inhibitor activity; inhibition, % (tested at 7.5 µM); hit rate 0.82% among 300,000; in the data active = inhibition above about 60%; inconclusive = no clear call, values can overlap the other calls;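 also: H4 neuroglioblastoma cells stably carrying SNCA 5'UTR luciferase fusion; 0% = DMSO wells and 100% = positive control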
* marks the source's active call; other numbers are inactive results; u = inconclusive; x = not tested or not shown.

SMILES | HSF-1 act | HIF activator | HSF1 inhib | KLF5 inhibitor | Platelet DG rel | IEC-6 tox | HSP90 refold inh | HDAC3 inh | AI-2 QS modul | aSyn 5UTR inh
CN1CCN(c2ncnc3c2cnn3-c2ccc(Cl)cc2)CC1 | -50 | -0.2 | u | -182 | 26 | 9 | 42* | -7 | -4 | 33
COc1cc2[nH]c3c(Cl)ncnc3c2cc1OC | -12 | 2.2 | -9 | -1 | 5 | -4 | -4 | 5 | 12 | 20
O=C1c2ccccc2CCC12N=NCC2c1ccccc1 (centres undefined) | 11 | 0.4 | 0 | 4 | 1 | 2 | -1 | -1 | 0 | -19
O=C(CCc1nc2ccccc2[nH]1)Nc1ccccc1F | -12 | 0.3 | 1 | -14 | 4 | -5 | 0 | -3 | 13 | -1
COc1ccc(NC(=O)CCS(=O)(=O)c2ccc(Cl)cc2)cc1 | -7 | -4.7 | -2 | -24 | 6 | 10 | 0 | 0 | 20 | 12
CCN/C=C(\C#N)S(=O)(=O)c1ccc(Br)cc1 | -1 | -0.8 | -11 | -9 | 0 | -3 | 1 | 7 | 28 | -31
O=C(OCc1c(Cl)cccc1Cl)c1cccnc1 | 19 | -0.6 | -1 | -17 | 4 | 4 | 2 | -6 | 8 | -1
C/C=C/COC(=O)C1=C(C)NC(=O)NC1c1ccc2c(c1)OCO2 (centres undefined) | 7 | 0.5 | 5 | -9 | 3 | -1 | -4 | 2 | -25 | 26
O=C(CSc1nc(O)c(Cc2ccccc2)c(=O)[nH]1)N1CCOCC1 | -6 | -0.4 | -2 | -21 | -4 | 3 | -4 | 1 | 15 | 13
Cc1cccc(C(=O)Nc2nc3ccc(S(C)(=O)=O)cc3s2)c1 | 40 | 3.8 | 10 | -127 | 32 | -1 | 0 | 1 | 8 | -281
O=C(Nc1cccc(Cl)c1)c1ccc(F)c(S(=O)(=O)N2CCN(c3ccccn3)CC2)c1 | 32 | x | 9 | -26 | 8 | -2 | 2 | x | 8 | -17
CC(NC(=O)c1ccccc1Cl)C1COc2ccccc2O1 (centres undefined) | 19 | 1.5 | 0 | -30 | -3 | 2 | 0 | -2 | 16 | -51
CCOc1ccc2nc(NCCNC(=O)Nc3ccccc3)c(C#N)cc2c1 | -1 | -2.6 | -3 | -36 | 0 | 3 | -3 | 0 | 19 | 15
CCOc1ccccc1NC(=O)c1ccc(CN2CCc3ccccc3C2)cc1 | -2 | -0.8 | 1 | -21 | 0 | 2 | -1 | 0 | 28 | -5
CCCn1c(N)c(C(=O)NS(=O)(=O)c2ccc(C)cc2)c(=O)n(C)c1=O | 13 | -0.1 | 11 | -24 | -7 | 3 | -2 | -4 | 10 | 1
COc1ccc(C=O)cc1OS(=O)(=O)c1ccccc1[N+](=O)[O-] | -5 | 0.3 | 2 | -54 | -6 | 0 | 0 | 2 | 31 | -41
C=C1CCN(c2ccc(C(=O)O)cc2[N+](=O)[O-])CC1 | 4 | 1.5 | -4 | x | 2 | x | x | 3 | 33 | -7
Cc1ccc(-n2c(O)c(/C=N/Nc3ccc(S(=O)(=O)N4CCOCC4)cc3[N+](=O)[O-])c3ccccc3c2=O)c(C)c1 | 5 | -2.2 | 2 | -23 | 10 | -3 | 7 | 2 | 16 | 17
COc1cccc(CNCCO)c1OCc1ccccc1 | 19 | -0.9 | 2 | -1 | 1 | 2 | -2 | 3 | 14 | -9
Cc1nc(N2CCN(C(=O)c3cnccn3)CC2)c2c3c(sc2n1)CC(C(C)(C)C)CC3 (centres undefined) | -2 | 0.8 | -5 | -34 | 2 | 4 | -2 | -4 | 13 | -30
CCC[C@@H]1CCCO[C@@](C(=O)NCc2ccccn2)(C(F)(F)F)C1 | 1 | 1.1 | 7 | x | -2 | x | x | 0 | 10 | -18
Cc1ccccc1NC(=O)c1ccc(CSc2ncccn2)cc1 | 10 | 1.5 | 13 | -38 | 7 | 0 | 0 | 7 | 5 | -83
CC(=O)Oc1ccc2occ(C(=O)c3cccs3)c2c1 | 44 | 5.5 | 26 | -114 | 2 | 3 | -1 | -6 | 38 | -175
CC(C)C(c1nnnn1Cc1ccccc1)N1CCc2ccccc2C1 (centres undefined) | 24 | -0.5 | 1 | -38 | 8 | 2 | 0 | -1 | 5 | -20
Oc1ccc(Nc2nc3ccccc3nc2Nc2ccc(O)cc2)cc1 | -86 | -7.6 | -86* | 55 | 14 | 21 | 5 | 5 | 32 | 108*
O=C(CSc1nc2ccccc2c(=O)n1Cc1ccco1)NCc1ccco1 | 35 | 0.0 | 21 | 0 | 0 | -2 | -1 | 3 | 21 | 25
CC(C)(C)OC(=O)NN1CC(=O)N2Cc3[nH]c4ccccc4c3C[C@H]2C1=O | 5 | 0.0 | -4 | -15 | 2 | 0 | 3 | 0 | 1 | 18
NNC(=O)c1cccc(COc2ccc3c(c2)CCC3)c1 | -58 | -4.1 | u | -25 | 18 | -4 | 36* | -2 | 27 | 71*
COc1ccc(S(=O)(=O)NCCc2nnc3ccc(SCC(=O)Nc4cc(C)on4)nn23)cc1 | -8 | 0.2 | -3 | -9 | 7 | 3 | -1 | 4 | 18 | -2
CN(C)CCCNc1oc(-c2cccc(Cl)c2)nc1C#N | -4 | 0.4 | -2 | -14 | 1 | -2 | 2 | -113 | 20 | -19
O=C(Nn1c(C2CC2)nc2ccccc2c1=O)c1ccco1 | -4 | -0.3 | 2 | -4 | -6 | -2 | 1 | -7 | 11 | 0
Cc1ccc(C(=O)N2CC=C(c3ccccc3)CC2)s1 | -1 | 0.9 | 12 | x | 3 | x | x | -3 | 4 | -36
CC(C)C1CC(O)(C2(O)CCCCC2)ON1 (centres undefined) | -1 | -1.6 | -4 | -8 | -1 | -6 | 3 | 3 | 18 | 10
CCOCCCNC(=O)c1cn(CC)c2ccc(S(=O)(=O)N3CCCC3)cc2c1=O | -2 | -0.4 | -3 | -30 | 0 | 3 | -1 | 5 | 8 | 16
CCOc1c2ccoc2nc2c(OC)c(OC)ccc12 | 27 | 1.4 | 4 | -59 | 4 | 1 | -2 | -39 | 33 | -60
O=C(NCCCN1CCCC1=O)c1ccc(NS(=O)(=O)c2cccc([N+](=O)[O-])c2)cc1 | -3 | 0.1 | -4 | x | x | x | x | -1 | 19 | -3
CCOC(=O)c1nn(-c2ccc(Cl)cc2)c(C)cc1=O | -6 | -0.2 | -6 | -12 | -1 | -5 | 2 | 2 | 18 | 5
CCCN1CCN(S(=O)(=O)c2ccc3c(c2)CC(C)N3C(=O)C2CC2)CC1 (centres undefined) | 4 | 0.0 | 1 | -16 | 3 | 4 | 4 | -1 | 5 | -3
CCS(=O)(=O)c1ccccc1C(=O)NC1CCCc2ccccc21 (centres undefined) | 0 | 0.1 | 2 | -23 | 5 | 4 | -5 | 1 | 15 | 5
Cc1ccc(C(C(=O)NC2CCCC2)N(C(=O)Cc2cccs2)c2cccc(C)c2C)o1 (centres undefined) | 7 | -0.4 | 7 | -11 | 3 | -4 | 1 | 2 | 4 | 21
O=c1c2c(nc3cc(-c4cccc(F)c4)[nH]n13)CCC2 | 52* | 0.2 | 16 | -74 | -1 | 10 | 0 | 0 | 6 | -43
O=C(COC(=O)CCc1c[nH]c(=O)[nH]1)Nc1cccc(Cl)c1 | -15 | -0.5 | -13 | -3 | -3 | -3 | 2 | 1 | 27 | -9
Nc1sc2c(c1C(=O)NCCc1ccccc1)CCC2 | 21 | 0.5 | 10 | 4 | 9 | 1 | -2 | 1 | 2 | -50
C/C(CC(=O)Nc1ccccn1)=N\NC(=O)Cc1cccc2ccccc12 | -5 | -0.1 | -1 | -19 | 0 | -5 | 2 | 5 | u | -28
COc1cccc(NC(=O)CSc2nccn2-c2cccc(OC)c2)c1 | -2 | 0.2 | 7 | -10 | -8 | 5 | 1 | -2 | 1 | 6
COc1ccccc1NC(=O)c1cc2c(CO)cnc(C)c2oc1=Nc1cc(OC)c(OC)c(OC)c1 | -6 | -11 | 0 | 1 | 1 | -5 | -4 | 4 | 25 | 1
CN(C(=S)SCc1ccccc1)C1CCS(=O)(=O)C1 (centres undefined) | 6 | -0.4 | -8 | -17 | 4 | -6 | -1 | -1 | -12 | -1
Cc1cc(C)cc(NC(=O)C2CCCN(S(=O)(=O)c3cnc[nH]3)C2)c1 (centres undefined) | 0 | x | 4 | -24 | 2 | -3 | -2 | 2 | 52 | -4
O=C1/C(=C\c2cccnc2)Sc2ccccc21 | 4 | -0.3 | 10 | 22 | 19 | 10 | 4 | 9 | -18 | -34
Cc1nc(CSc2ccc(Cl)cc2)cs1 | 51* | 3.6 | 11 | -57 | -3 | -6 | 1 | 7 | 9 | -55
CCSc1nnc2nc3[nH]c4c(C)cccc4c3nn12 | 34 | 0.8 | 13 | 1 | -4 | -8 | 4 | 0 | -4 | -147
COc1cccc(CNC(=O)CCC2CCCN(C(=O)c3ccc(OC)c(F)c3)C2)c1 (centres undefined) | 0 | 0.0 | 9 | -29 | 8 | -4 | -6 | 0 | 26 | -13
CCc1oc2c(C)c(O)ccc2c(=O)c1-c1ccc2ccccc2n1 | -4 | 0.8 | 5 | -35 | -1 | 2 | -2 | 8 | 19 | 30
Cc1cccc(C(=O)Nc2ccccc2SCC(=O)Nc2ccc(C)c(Cl)c2)c1 | 18 | 0.2 | 9 | -23 | -2 | -1 | -2 | 0 | 8 | -28
COc1ccc(-n2c(C)cc(-c3csc(NC(=O)c4ccc(S(=O)(=O)N(C)C)cc4)n3)c2C)cc1 | -66 | 0.0 | -54* | 1 | -1 | -1 | 20* | -9 | 6 | 10
CN(Cc1ccccc1F)C(=O)C(Cc1ccccc1)NC(=O)c1ccccc1 (centres undefined) | -1 | -0.1 | 2 | x | 5 | x | x | x | 11 | -6
Cc1cc(=O)oc2c3c(cc(OCC(=O)N4CCC(C(=O)O)CC4)c12)OC(C)(C)CC3 | 6 | -0.1 | 6 | 4 | 0 | 1 | -4 | -165 | 4 | -3
CCOc1ccc(N(CC(=O)N2CCN(Cc3ccccc3)CC2)S(C)(=O)=O)cc1 | 4 | -0.8 | -9 | -48 | -10 | -4 | -1 | 9 | 4 | 13
COc1cccc(C2=NOC(C(=O)NCc3ccccn3)C2)c1 (centres undefined) | -1 | 0.3 | -2 | -17 | -3 | -2 | 0 | -3 | 19 | -12

Screening data as filed in PubChem BioAssay.

Rows are unselected; overall some 5% were active at least once.
